# Source: PubChem (several laboratories)
# phage Ecoli inh: growth loss of phage-infected E. coli, primary screen, RecBCD inhibitor project, absorbance, with phage, HTS. inhibition, % at 11.9 µM. hit rate 0.26% among 360,000; in the data active means inhibition above about 11%
# PKA-R1A act: activators of PKA-R1A holoenzyme, primary screen, biochemical, fluorescence polarization, Cy5-IP20, bovine R1A, mouse PKAc; cAMP-dependent protein kinase type I-alpha regulatory subunit (Bos taurus) + …; PKA-R1A dissociation; scaled: DMSO 0%, 113 µM cGMP 100%; activation, % at 11.4 µM; hit rate 0.083% among 340,000; AID 504707, 2011;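 active means percent activation above the mean of all tested compounds plus 3 SD, cut at about 19% in these data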;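 further: higher means more PKAc released from R1A so a rise in polarization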
# AddAB inh: growth inhibition of E. coli expressing H. pylori AddAB, primary screen, AddAB inhibitor project, absorbance. inhibition, % at 11.9 µM. hit rate 0.29% among 330,000. AID 435030, 2010; in the data active means inhibition above about 12%;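 further: 0% = vehicle wells of infected cells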
# PfHsp90 yeast 2: growth inhibition of PfHsp90-expressing yeast, primary screen, antimalarial PfHsp90 inhibitor project, S. cerevisiae, BacTiter-Glo luminescence, single point, set 2; BacTiter-Glo ATP, 48 h; yeast lacking PDR1 and PDR3 efflux regulators; inhibition, % at 9.4 µM; hit rate 0.32% among 310,000;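 active means every replicate shows inhibition above about 80%, whatever the replicate mean, limit read from the data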;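 further: 0% = DMSO neutral controls and 100% = 20 µM radicicol positive controls; yeast relying on Plasmodium falciparum Hsp90 in place of its own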
# E coli growth: E. coli V3065 growth inhibition, primary screen, counter-screen for AddAB inhibitor project, absorbance, OD600; hit rate 0.27% among 330,000; AID 449728, 2010; 18 h; inhibition, % at 11.9 µM;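 active means inhibition above the campaign's mean inhibition across all tested compounds plus 3 SD, cut at about 9.9% in these data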;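 further: uninfected addAB+ strain grown without phage in ampicillin broth; 0% = DMSO wells and 100% = ciprofloxacin 0.95 µg/ml wells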
# OPRM1-OPRD1 inv: inverse agonists of MOR-DOR heterodimerization, primary screen, cell-based, luminescence. cell-based MOR-DOR heterodimer luminescence, inverse agonism. hit rate 0.21% among 340,000. inhibition, % at 9.3 µM. Mu-type opioid receptor (Homo sapiens) + Delta-type opioid receptor (Homo sapiens), …; in the data active means inhibition above about 22%, passing the limit was not always enough;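 further: 0% = cells with DMSO and 100% = wells without cells with DMSO; values of inactives mirror those of a sister screen read the other way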
# OPRM1-OPRD1 ag: agonists of OPRM1-OPRD1 heterodimerization, primary screen, cell-based, luminescence; activation, % at 9.3 µM; Mu-type opioid receptor (Homo sapiens) + Delta-type opioid receptor (Homo sapiens), …; hit rate 0.3% among 340,000; cells; in the data active means activation above about 18%;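 further: 0% = vehicle-treated cells and 100% = reference agonist; values of inactives mirror those of a sister screen read the other way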
# DSG3 Ab inh: inhibitors of pemphigus antibody binding to DSG3, primary screen, biochemical, bead-based, flow cytometry, scFv-GFP. Desmoglein-3 (Homo sapiens), P32926. DSG3-coupled beads, scFv-anti-DSG3-GFP binding; hits give low values. hit rate 0.48% among 310,000. binding (percent of control), % at 10 µM;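 active means binding more than 3 SD below its plate's average and above zero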;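 further: hits lower antibody fragment binding to DSG3; some compounds called inactive have numbers as strong as hits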
# HTR5A inv ag: HTR5A inverse agonists in luminescence cell assay, primary screen, counter-screen for OPRM1-OPRD1 heterodimer inverse agonist project, full-deck HTS. HTR5A cell line, inverse agonism. 5-hydroxytryptamine receptor 5A (Homo sapiens), P47898. hit rate 0.083% among 340,000. inhibition, % at 9.3 µM; in the data active means inhibition mostly above about 23%, no sharp cut-off; inactive means mostly below about 18%;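 further: 0% = cells with DMSO and 100% = no-cell wells with DMSO; some compounds called inactive have numbers as strong as hits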
# Target sequence (P47898 whole entry, looked up): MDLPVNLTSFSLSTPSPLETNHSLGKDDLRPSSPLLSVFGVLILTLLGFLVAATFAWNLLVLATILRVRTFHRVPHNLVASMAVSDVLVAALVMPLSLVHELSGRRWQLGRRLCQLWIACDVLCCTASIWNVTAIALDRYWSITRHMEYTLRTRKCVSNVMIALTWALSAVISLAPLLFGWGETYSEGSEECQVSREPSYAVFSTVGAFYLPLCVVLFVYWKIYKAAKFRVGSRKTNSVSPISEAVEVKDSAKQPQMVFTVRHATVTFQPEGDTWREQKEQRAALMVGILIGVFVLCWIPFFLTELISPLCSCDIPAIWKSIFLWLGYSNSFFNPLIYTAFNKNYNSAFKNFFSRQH
# HTR5A ag ctr: HTR5A agonists in luminescence cell assay, primary screen, counter-screen for OPRM1-OPRD1 heterodimer agonist project, full-deck HTS; 5-hydroxytryptamine receptor 5A (Homo sapiens), P47898; cell-based; activation, % at 9.3 µM; hit rate 0.61% among 340,000; in the data active means activation mostly above about 9.5%, no sharp cut-off; inactive means mostly below about 7.6%;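 further: 0% = cells with vehicle only and 100% = reference agonist; strong numbers were not always called active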
# Mot1-301 SUMO: yeast Mot1-301 growth rescue at high temperature, primary screen, SUMOylation pathway inhibitor project, S. cerevisiae, ATP luminescence, 38.5C | S. cerevisiae Mot1-301 growth rescue; percent above DMSO median, 100 means doubled | hit rate 1% among 320,000 | growth rescue, % at 18.8 µM;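 active means every valid replicate shows activation above 250% relative to neutral control wells; inactive means the rest, any valid replicate at or below 250%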;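 further: OY570 slx delta 5 strain wells were the positive control but not used for scaling; some compounds called inactive have numbers as strong as hits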
# * = called active by the depositor; . = no result given.
SMILES,phage Ecoli inh,PKA-R1A act,AddAB inh,PfHsp90 yeast 2,E coli growth,OPRM1-OPRD1 inv,OPRM1-OPRD1 ag,DSG3 Ab inh,HTR5A inv ag,HTR5A ag ctr,Mot1-301 SUMO
CCC1CCCCN1C(=O)COc1cc(=O)n(C)c2ccccc12 (stereo unspecified),2.6,7,0.9,.,0.2,-1,0.2,104,-6,2,24
CCC(C(=O)NCc1ccncc1)c1ccccc1 (stereo unspecified),5.5,-5,0.7,5,-1.3,11,-1.9,102,-3,1,-13
COc1ccc(NC(=O)C2CCN(S(=O)(=O)c3ccc(N4CCCC4=O)cc3)CC2)c(OC)c1,5.3,-4,4.2,4,-1.3,-4,0.8,100,-8,0,-14
Cc1cc(NC(=O)COC(=O)CCCOc2ccc(Cl)cc2C)no1,2.2,1,2.0,16,-1.8,-2,0.4,100,-31,0,5
O=C(NCCc1c[nH]c2ccccc12)c1cc(S(=O)(=O)N2CCCCC2)ccc1N1CCOCC1,2.0,-15,1.1,11,-2.4,17,-4.0,113,-16,6,449*
O=C(O)c1ccc(CSCc2ccccc2F)o1,1.5,-1,3.1,-20,-4.3,8,-1.9,.,12,-5,91
CN(C)S(=O)(=O)c1ccc(N2CCCC2)c(C(=O)NCCc2ccc(F)cc2)c1,0.6,-1,1.5,3,0.5,15,-2.8,102,10,1,135
COc1cc(C(=O)NC2CC3CCCC(C2)N3CC(=O)Nc2ccccc2)cc(OC)c1OC (stereo unspecified),2.8,-3,1.8,10,-2.4,18,-3.0,100,5,-1,8
Cc1cc(S(=O)(=O)N2CCCC2)ccc1OCC(=O)NCc1ccccn1,-1.0,2,2.0,3,0.3,12,-1.8,.,-1,-4,1
Cn1c(SCC(=O)NCc2ccco2)nc2ccccc2c1=O,2.6,2,-0.2,.,0.0,6,-1.1,103,0,-4,7
NC(=O)c1ccccc1OCC(=O)N1CCC(Cc2ccccc2)CC1,0.0,-1,1.1,12,-0.9,-8,2.1,98,4,-2,19
C=CC[C@H](CC(=O)NCCO)C(=O)N[C@H](COC(=O)[C@H](CC=C)CC(=O)OC(C)(C)C)c1ccccc1,3.5,-1,1.8,12,-2.7,4,-0.6,99,1,0,0
Cc1ccc(S(=O)(=O)NCCCCCC(=O)N(C)C)cc1,0.6,4,4.7,.,0.2,16,-3.4,103,2,-4,-4
COc1cc(OC)c2c(-c3cccc(-c4ccc(OC(F)(F)F)cc4)c3)cc(=O)oc2c1,1.3,6,-0.4,-9,-0.4,14,-2.9,105,0,0,.
S=c1nc(-c2ccccc2Cl)[nH][nH]1,2.0,-8,0.2,23,-0.5,-4,0.9,104,1,0,14
CC(=O)c1ccc([C@@H]2C[C@]34CN(Cc5cccc(C(F)(F)F)c5)S(=O)(=O)[C@H]3C[C@H]2O4)cc1,2.5,-18,0.2,9,0.9,-2,0.4,103,-3,1,1
CCOC(=O)C1C(=O)NC(C(=O)OCC)(C(=O)OCC)C1C(C)CC (stereo unspecified),0.2,10,.,.,.,10,-1.9,87,-4,1,.
COc1ccc(/C=C2\SC(=O)N(CC(=O)Nc3cccnc3)C2=O)cc1OC,1.6,-10,-1.7,-3,-1.1,8,-1.2,100,8,-4,-4
CC(C)CCn1c(=O)c2ccccc2n2c(CN3CCOCC3)nnc12,2.9,-10,0.3,.,0.8,14,-2.8,128,3,2,0
Cc1ccc(OCCN(C)C(=O)c2cc(COc3ccc(F)cc3F)on2)cc1,-1.7,-14,-0.7,6,-0.7,16,-3.1,119,-23,10,2
CC(=O)NC1C(c2nc3ccccc3s2)=C(c2ccccc2)C(=O)N1c1ccc(C)cc1 (stereo unspecified),-0.4,-2,2.6,0,-1.6,0,0.0,.,-3,2,286
O=C(Cn1cnc2c(OCc3ccccc3)ncnc21)N1CCN(c2ccccn2)CC1,1.9,6,1.5,-24,-1.6,.,.,103,.,.,-16
Cc1ccc2nc(-c3ccccc3C)oc(=O)c2c1,1.9,-10,3.1,-15,-0.9,-11,2.4,121,-5,1,-6
COc1cc2[nH]c(=S)nc(NCc3cccc(Cl)c3)c2cc1OC,2.0,-7,1.0,-1,2.1,4,-0.9,91,7,-2,-17
CC1CC(C)CN(c2ccc(NS(=O)(=O)c3ccccc3)cc2C(=O)O)C1 (stereo unspecified),1.6,-5,2.0,-37,1.5,-8,2.4,109,-2,4,-2
COC(=O)c1c(NC(=O)c2cccc(S(=O)(=O)N3CCN(C)CC3)c2)sc(C)c1C,1.8,-10,1.5,.,-2.5,6,-1.2,103,3,-1,.
CC(C)Cc1nnc(NC(=O)CCC(=O)N2CCN(c3ccc([N+](=O)[O-])cc3)CC2)s1,1.5,-15,1.7,4,-2.2,10,-1.9,100,2,-1,-2
Cc1nc2ccccc2n1CCN1CCOCC1,2.0,3,2.8,-13,-0.1,.,.,101,.,.,9
CCCCn1nnnc1SCC(=O)N1CCCC1,3.6,5,0.7,9,0.4,1,-0.1,.,-5,11,-5
CSc1nc(SCC(=O)NCc2ccco2)c2c3c(sc2n1)CN(C)CC3,2.4,-7,1.1,1,2.4,15,-2.8,101,10,-6,12
CCCN(CCC)C(=O)CCS(=O)(=O)c1cccc2nsnc12,1.8,-7,1.6,8,0.5,15,-2.5,.,2,-1,-16
O=C(c1nc2ncccn2n1)N1CCc2ccccc2C1,0.5,-11,-1.0,-13,0.9,7,-1.2,100,-5,0,-4
Cc1nnc(SCC(=O)Nc2ccccc2)n(N)c1=O,2.5,6,-0.9,.,0.5,6,-1.3,113,-19,-2,16
O=C(Nc1ncccc1O)c1cccc(S(=O)(=O)N2CCN(c3ccc(F)cc3)CC2)c1,5.0,-10,.,.,.,4,-0.6,105,8,-3,.
CCOc1ccc(C(=O)N(CN2CCCC2=O)c2cccc(Cl)c2)cc1,0.5,-10,-1.7,.,0.6,18,-3.7,112,-8,5,3
CN(C)C(=O)c1ccc(NC(=O)CN2CCc3cc4c(cc3C2)OCCCO4)cc1,3.1,-5,2.8,27,-3.1,14,-2.8,.,-15,-1,0
CCn1c(SCC(=O)NCC2CCCO2)nnc1-c1ccccc1OC (stereo unspecified),1.2,-5,-1.1,6,-1.1,3,-0.7,91,-26,10,-11
O=C(O)Cn1cc(/C=c2/sc3nc4ccccc4n3c2=O)c2ccccc21,0.0,-2,0.8,15,2.6,13,-2.4,101,8,-3,2
Cc1cccc(C(=O)N/C(=C/c2ccco2)C(=O)N2CCCCCC2)c1,1.8,2,4.7,6,3.1,5,-1.0,101,-11,3,12
NC(=O)NC(=O)CSc1nc(-c2ccccc2)c(-c2ccccc2)n1CC1CCCO1 (stereo unspecified),3.4,2,0.5,5,0.2,14,-2.3,99,6,-1,.
COc1ccccc1CNS(=O)(=O)c1c(C)[nH]c(=O)[nH]c1=O,3.1,-9,-0.9,-1,-0.1,10,-1.8,97,-16,6,0
COc1ccc2c(=O)c3ccccc3oc2c1,1.1,-2,0.2,-28,-1.0,14,-2.9,99,17,7,-7
O=C(CN1CCN(c2ccccc2O)CC1)Nc1ccc([N+](=O)[O-])cc1Br,2.0,3,0.0,-1,0.1,-21,4.1,94*,-31,11*,-16
CN(C(=O)CCNC(=O)Cn1ccc2ccccc2c1=O)c1ccc(Br)cc1,-0.9,-3,2.4,22,-0.4,12,-1.9,.,19,-2,135
C[C@H]1CN=C(N(C)C)N1CCCC1CCCC1,4.1,-13,0.9,-1,-1.4,11,-2.0,110,15,-6,-23
CCOC(=O)c1c(C)[nH]c(C(C)=NNC(=O)c2cccs2)c1C,2.4,-3,-3.0,-18,-2.0,14,-3.5,.,-22,8,13
Brc1ccccc1-c1nnc(CSc2nnnn2-c2ccccc2)o1,2.6,-2,-0.1,3,2.6,5,-0.9,94,-8,12,-2
COc1cccc(CNC(=O)CCC2CCCN(Cc3cc(Cl)ccc3O)C2)c1 (stereo unspecified),3.2,-11,5.4,8,1.4,13,-2.4,104,3,-1,-12
Cc1noc(C)c1COc1ccccc1C(=O)Nc1cccc(S(=O)(=O)N(C)C)c1,3.7,5,-0.7,.,1.2,1,-0.1,113,19,-8,52
CC1(C)Cc2c(cnn2-c2ccc(F)cc2)C(NC(=O)CCC(F)(F)F)C1 (stereo unspecified),-0.7,-5,2.0,9,1.7,6,-1.1,108,19,5,19
CCOC(=O)N1CCC(NC(=O)c2cc(C(=O)Nc3cccc(OC)c3)ccc2CO)CC1,1.5,-7,-0.1,-2,-1.2,-9,1.7,104,-17,5,-16
C1=C(N2CCOCC2)/C(=C/c2nc3ccccc3[nH]2)CC1,.,1,3.0,3,1.2,-22,3.8,98,-18,6,-17
CCC(CO)Oc1cc(NCc2ccccc2C)c2ncn(C(C)C)c2c1 (stereo unspecified),0.3,-9,-0.2,0,-2.0,3,-0.5,103,-11,4,-10
CCOC(=O)c1sc(NC(=O)c2ccc(C)o2)nc1C,-0.9,6,0.3,23,0.6,12,-2.0,123,-4,0,-6
CCN(CC)S(=O)(=O)c1ccc(/C=C/C(=O)OCC(=O)Nc2cccc3ccccc23)cc1,3.9,-1,0.8,16,-0.7,4,-0.9,105,9,-4,-16
Cc1c(NC(=O)CCSCCc2ccccn2)cccc1[N+](=O)[O-],3.6,-11,0.5,1,-1.3,12,-2.4,96,-1,0,-7
Cc1cc(/C=C2/C(=O)NN(c3ccccc3)C2=O)c(C)n1-c1cccc(O)c1,3.6,-10,3.6,11,-0.9,-143,20*,95,-1,1,-17
CCN1C(=O)[C@@H]2[C@H](C1=O)[C@@H]1C(=O)Nc3ccccc3C(=O)N1[C@@H]2c1cccc(OC)c1,1.0,-4,0.9,-14,-1.1,15,-2.5,101,-12,4,-2
N#Cc1ccccc1COC(=O)CCCC1=NS(=O)(=O)c2ccccc2N1,0.2,-1,3.9,47,1.6,-7,1.2,.,2,7,-4
CCNC(=O)CCc1nc(-c2ccc(C(C)(C)C)cc2)no1,3.1,6,1.5,-11,-1.2,0,0.0,98,-4,2,-2
